CHRM1 PAM: positive allosteric modulators of human M1 muscarinic receptor; 0.088% of 360,000 active; activation, % at 3 µM; CHO-K1 hM1, Fluo-8 calcium fluorescence, ACh EC20; 0% = ACh EC20, 100% = maximal ACh; in the data active = activation above about 19%, passing the limit was not always enough
CHRM4 agonist: CHRM4 agonism in calcium assay; 0.14% of 360,000 active; activation, % at 3 µM; CHO-K1 hM4/Gqi5, Fluo-8 calcium fluorescence; vehicle 0%, full acetylcholine response 100%; P08173;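 active = activation above the run mean over all test wells plus 3 SD, cut at about 32% in these data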;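 also: peak over basal fluorescence ratio per well then scaled between controls; 0% = DMSO wells and 100% = acetylcholine at EC100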
Target sequence (P08173 whole entry, looked up): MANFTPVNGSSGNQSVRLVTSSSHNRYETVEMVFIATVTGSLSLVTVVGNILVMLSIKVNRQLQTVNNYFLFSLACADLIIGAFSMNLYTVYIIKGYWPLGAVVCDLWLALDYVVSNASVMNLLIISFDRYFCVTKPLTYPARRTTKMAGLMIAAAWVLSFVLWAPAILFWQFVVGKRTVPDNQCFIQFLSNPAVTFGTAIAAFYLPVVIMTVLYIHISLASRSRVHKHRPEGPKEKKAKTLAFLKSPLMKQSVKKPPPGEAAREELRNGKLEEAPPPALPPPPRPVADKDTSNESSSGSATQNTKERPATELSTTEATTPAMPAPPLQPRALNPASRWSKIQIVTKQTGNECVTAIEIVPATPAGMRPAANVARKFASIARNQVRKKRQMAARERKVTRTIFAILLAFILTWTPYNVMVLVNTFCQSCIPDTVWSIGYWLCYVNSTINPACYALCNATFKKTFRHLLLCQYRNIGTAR
CHRM1 antagonist: human CHRM1 antagonism | P11229 | CHO-K1 hM1, Fluo-8 calcium fluorescence, ACh EC80 antagonist | inhibition, % at 3 µM | 1.3% of 360,000 active | AID 588852;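 active = percent inhibition above its own plate's cutoff, namely the mean of that plate's compound wells plus 3 SD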;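 also: peak over basal fluorescence ratio during 140 s after agonist addition; 0% = ACh EC80 plus DMSO and 100% = DMSO alone without agonist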
M5 ag: agonists of human muscarinic M5 receptor (CHRM5); P08912; CHO-K1 hM5 cells, Fluo-8 calcium fluorescence; 0% DMSO wells, 100% maximal acetylcholine response; activation, % at 3 µM; 0.19% of 360,000 active; AID 624037;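 active = activation above the run's mean over test compounds plus 3 SD, cut at about 23% in these data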;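 also: signal is peak over basal fluorescence ratio across the kinetic read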
Target sequence (P08912 whole entry, looked up): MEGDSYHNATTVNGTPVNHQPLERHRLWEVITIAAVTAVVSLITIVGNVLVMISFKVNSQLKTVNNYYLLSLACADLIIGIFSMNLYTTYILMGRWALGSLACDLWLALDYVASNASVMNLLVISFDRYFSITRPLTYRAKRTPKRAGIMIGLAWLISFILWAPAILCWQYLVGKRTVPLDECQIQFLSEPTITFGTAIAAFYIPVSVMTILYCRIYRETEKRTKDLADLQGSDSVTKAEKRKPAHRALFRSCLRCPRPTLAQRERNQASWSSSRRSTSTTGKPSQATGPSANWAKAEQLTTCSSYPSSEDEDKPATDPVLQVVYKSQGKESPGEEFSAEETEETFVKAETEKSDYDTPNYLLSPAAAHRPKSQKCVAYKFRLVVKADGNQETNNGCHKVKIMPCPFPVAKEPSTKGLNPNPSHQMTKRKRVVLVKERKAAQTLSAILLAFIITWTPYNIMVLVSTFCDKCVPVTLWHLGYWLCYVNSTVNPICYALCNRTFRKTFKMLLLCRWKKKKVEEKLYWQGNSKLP
CRFR2-BP ag: CRF-BP/CRF-R2 complex agonism | AID 588473 | 0.46% of 350,000 active | activation, % at 13.2 µM | HEK293 CRF-R2/CRF-BP, calcium dye fluorescence (FLIPR); percent of saturating CRF peptide response;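 active = activation of at least 50%, plus an integration ratio under a set limit after plate pattern correction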;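 also: plate controls were neutral control wells without compound for no effect and CRF at EC100 for full effect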
M5 PAM: positive allosteric modulators of human muscarinic M5 receptor; P08912; CHO-K1 hM5, Fluo-8 calcium, ACh EC20 PAM; 0% = ACh EC20, 100% = ACh EC100; activation, % at 3 µM; 0.3% of 360,000 active;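 active = activation above the run cutoff, the mean activation of all test compounds plus 3 SD, cut at about 18% in these data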
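Measured by: Fluo-8 calcium fluorescence; material: human M5 receptor in CHO-K1 cells; schedule: Post-acetylcholine fluorescence recording 140 s; benchmarks: low control EC20 acetylcholine (0%), high control EC100 acetylcholine (100%); read-out: Max/basal fluorescence ratio as % of EC20–EC100 ACh window; compound: single dose, 3 µM nominal final test concentration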
CHRM4 antagonist: antagonists of human muscarinic M4 receptor (CHRM4); P08173; CHO-hM4 cells, ACh EC80, Fluo-8 calcium fluorescence; inhibition, % at 3 µM; 0.73% of 360,000 active;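 active = inhibition above its plate's cutoff, the mean inhibition of sample wells plus 3 SD, cut at about 27% in these data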;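 also: 0% = acetylcholine EC80 with DMSO and 100% = DMSO without agonist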
CHRM4 PAM: CHRM4 positive allosteric modulation; CHO-K1 hM4/Gqi5, Fluo-8 calcium fluorescence, ACh EC20; 0% = ACh EC20, 100% = maximal ACh; activation, % at 3 µM; 0.4% of 360,000 active; AID 624126;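 active = activation above its plate's cutoff, the mean activation of sample wells plus 3 SD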; also: some results filed as inactive read as strong as hits
M5 antag: CHRM5 antagonism in calcium assay; CHO-hM5 cells, Fluo-8 calcium fluorescence, ACh EC80; AID 624040; 0.59% of 360,000 active; inhibition, % at 3 µM; P08912;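 active = inhibition above a per-plate cutoff, the mean of that plate's test compounds plus 3 SD, cut at about 27% in these data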;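 also: 0% = acetylcholine EC80 with DMSO and 100% = DMSO without agonist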
Starred values were filed as active, the others as inactive; nt = not tested or not shown; & = joins results of further samples.

SMILES	CHRM1 PAM	CHRM4 agonist	CHRM1 antagonist	M5 ag	CRFR2-BP ag	M5 PAM	CHRM4 antagonist	CHRM4 PAM	M5 antag
Nc1ccc(-n2nncc2-c2ccccc2)cc1	6.5	0.8	-3.5	-0.8	-0.2	-1.4	11.7	-1.7	-0.8
CCc1ccc(Oc2coc3cc(OC(=O)c4cc5ccccc5oc4=O)ccc3c2=O)cc1	4.0	0.3	-2.7	-0.8	2.0	1.8	-7.8	3.0	-5.2
Cn1nnnc1Sc1ncnc2scc(-c3ccc(C(F)(F)F)cc3)c12	4.9	4.1	-3.8	-8.9	-1.2	-2.1	-8.0	-9.8	3.9
COc1ccc(NC(=O)/C(C#N)=C\c2ccc(OCc3ccc(C(=O)O)cc3)c(OC)c2)cc1	2.0	1.5	-2.8	-0.8	-1.3	-0.2	8.2	0.7	6.3
CC(C)S(=O)(=O)NC(=O)C1(C)CCN1C(=O)Cc1ccccc1 (stereo unspecified)	0.4	0.6	-4.4	-0.7	nt	-5.2	1.2	-1.1	28.8*
COCCNC(=O)CN(c1ccc(C)cc1)S(=O)(=O)c1ccccc1	4.8	-0.6	-7.6	0.4	0.8	6.7	1.8	-1.4	-2.3
COCCCNC(=O)CCC(=O)Nc1ccc2nc(N3CCOCC3)cc(C)c2c1	3.6	0.7	0.9	0.2	0.6	6.1	-7.6	12.8	-5.3
CCOc1ccc(C2CC(c3cccc(OC)c3OC)n3nnnc3N2)cc1Cl (stereo unspecified)	2.6	1.6	-1.4	0.9	0.2	1.0	7.0	-3.5	-4.5
CCc1noc(C)c1C(=O)Nc1cc(Cl)ccc1-n1cncn1	-0.8	-0.3	-2.1	-0.5	-1.5	-5.3	2.8	-4.1	2.6
O=c1oc2ccccc2cc1N1CCOCC1	4.6	0.8	-4.0	-1.8	-0.5	-4.9	1.5	-3.9	-0.7
CC(C)C[C@@H](CN1CCCC1CN1C(=S)NC[C@@H]1Cc1ccccc1)N1C[C@H](Cc2ccccc2)N(CCc2ccccc2)C1=S (stereo partly specified)	nt	-0.6	nt	-0.1	nt	-8.6	-9.8	-2.0	7.5
CCOC(=O)C(CC)/C(C)=N\NC(=O)CCC(=O)Nc1ccc(Cl)cc1Cl (stereo unspecified)	8.5	0.5	-15.6	0.2	0.1	6.0	2.1	3.0	-3.5
COc1ccc(/C=C2\C(=O)NCC(=O)N2Cc2ccccc2)cc1	0.4	14.1	7.0	0.9	-2.0	-7.8	-10.4	10.4	-0.8
c1ccc2c(c1)nc(N1CCOCC1)c1ccccc12	8.7	-0.2	-10.6	-1.9	0.8	2.5	-3.9	4.2	5.3
C[C@@H](C(=O)Nc1cccc(S(=O)(=O)N2CCOCC2)c1)N1C(=O)C2CC=CCC2C1=O (stereo partly specified)	5.7	2.3	-7.6	0.5	0.1	-6.5	2.2	-1.1	-5.1
Cc1cccc2cc(CN(CCCN(C)C)C(=S)NCCc3ccccc3)c(=O)[nH]c12	-7.7	11.2	10.8	-9.6	12.0	-0.4	10.3	-21.0	7.1
Cc1nc(-c2cccnc2)sc1C(=O)Nc1ccc(C(F)(F)F)cc1	-11.2	3.5	6.5	-3.7	-0.4	-6.2	-15.5	-6.3	-5.7
O=C(NN1CCOCC1)c1cc(-c2cccs2)nc2ccccc12	10.2	4.2	-6.3	2.3	0.5	-0.6	5.7	-2.3	-3.0
Cc1cccc(C)c1OCC(=O)N/N=C/c1ccc2c(c1)OCO2	1.1	1.0	-34.2	-2.5	-2.2	-0.4	-8.7	-3.3	-4.4
O=C(c1ccco1)N1CCN(C(=O)N2c3ccccc3Sc3ccccc32)CC1	-3.1	1.2	-26.2	-2.3	-0.3	-9.3	-2.2	-1.6	6.2
O=C(CC[C@H]1O[C@@H](n2cnc3c(NC(=O)c4ccccc4)ncnc32)[C@H](O)[C@@H]1O)NCC(c1ccccc1)c1ccccc1	-6.9	-0.5	15.7	2.3	nt	3.1	-8.7	-3.2	0.1
C[C@H](NC(=O)[C@@H]1CSC2c3ccccc3C(=O)N21)C(=O)NCc1c(F)cccc1Cl (stereo partly specified)	-2.1	12.9	3.3	5.3	-0.7	-2.8	-12.1	-5.2	-10.4
COc1ccc(C(=O)O)cc1NC(=S)NC(=O)/C=C/c1ccc(C(C)C)cc1	5.2	0.0	4.3	-3.2	0.3	-0.7	8.5	-1.3	12.6
COC(=O)c1c(O)c2c([nH]c1=O)CCCC2	5.3	0.4	2.9	0.4	-2.0	8.9	-6.9	14.7	-14.3
O=C(c1ccc(S(=O)(=O)Nc2ccccc2F)cc1)N1CCN(c2ccccc2O)CC1	-3.9	7.8	3.4	3.4	1.5	-4.0	-13.3	-2.5	-0.3

Sorted by SMILES length (highest first): some entries from above
SMILES	CHRM1 PAM	CHRM4 agonist	CHRM1 antagonist	M5 ag	CRFR2-BP ag	M5 PAM	CHRM4 antagonist	CHRM4 PAM	M5 antag
COCCCNC(=O)CCC(=O)Nc1ccc2nc(N3CCOCC3)cc(C)c2c1	3.6	0.7	0.9	0.2	0.6	6.1	-7.6	12.8	-5.3
Cc1nc(-c2cccnc2)sc1C(=O)Nc1ccc(C(F)(F)F)cc1	-11.2	3.5	6.5	-3.7	-0.4	-6.2	-15.5	-6.3	-5.7
COCCNC(=O)CN(c1ccc(C)cc1)S(=O)(=O)c1ccccc1	4.8	-0.6	-7.6	0.4	0.8	6.7	1.8	-1.4	-2.3

Back to the main list with the 5 entries that preceded the break.
SMILES	CHRM1 PAM	CHRM4 agonist	CHRM1 antagonist	M5 ag	CRFR2-BP ag	M5 PAM	CHRM4 antagonist	CHRM4 PAM	M5 antag
O=C(CC[C@H]1O[C@@H](n2cnc3c(NC(=O)c4ccccc4)ncnc32)[C@H](O)[C@@H]1O)NCC(c1ccccc1)c1ccccc1	-6.9	-0.5	15.7	2.3	nt	3.1	-8.7	-3.2	0.1
C[C@H](NC(=O)[C@@H]1CSC2c3ccccc3C(=O)N21)C(=O)NCc1c(F)cccc1Cl (stereo partly specified)	-2.1	12.9	3.3	5.3	-0.7	-2.8	-12.1	-5.2	-10.4
COc1ccc(C(=O)O)cc1NC(=S)NC(=O)/C=C/c1ccc(C(C)C)cc1	5.2	0.0	4.3	-3.2	0.3	-0.7	8.5	-1.3	12.6
COC(=O)c1c(O)c2c([nH]c1=O)CCCC2	5.3	0.4	2.9	0.4	-2.0	8.9	-6.9	14.7	-14.3
O=C(c1ccc(S(=O)(=O)Nc2ccccc2F)cc1)N1CCN(c2ccccc2O)CC1	-3.9	7.8	3.4	3.4	1.5	-4.0	-13.3	-2.5	-0.3
CC(=O)N1CCN(c2ccc(NCc3ccc4c(c3)OCO4)cc2)CC1	7.2	1.9	-14.6	-1.0	-0.7	-1.2	16.6	22.6*	-6.6
CCCCCCSc1cc(-c2nc3cc(C)ccn3c2NCCCC)ccc1OC	-1.1	0.0&0.7	-3.7	-0.2&-0.3	1.0	1.0&-5.0	-1.5&13.9	4.0&-6.9	-2.2&-0.6
O=C1c2ccc(Oc3ccc([N+](=O)[O-])cc3)cc2C(=O)N1CCCO	9.1	3.0	-11.5	0.1	1.9	-5.5	5.9	-4.2	7.4
COCCN(C)Cc1nc(C(c2ccccc2)c2ccccc2)no1	8.1	-0.8	-17.9	-13.8	-0.9	4.6	2.0	-0.3	3.8
CCCn1c(C)cc(/C=C(\C#N)C(=O)OCC(=O)Nc2cc(OC)c(OC)c(OC)c2)c1C	8.7	1.2	-15.0	-6.6	-3.1	-0.2	-8.8	-0.5	-0.5
Cc1nnsc1-c1onc(C)c1C(=O)O/N=C/c1ccc(Cl)cc1	0.8	11.8	0.4	6.1	-0.3	-10.6	8.6	-21.5	6.9
CCn1nnc2cc(C(=O)Nc3cc(Cl)ccc3C)ccc21	2.6	1.5	2.4	0.0	-0.9	-12.4	6.5	7.7	10.6
Cc1ccc(C(=O)NCC(=O)OCC(=O)c2c(N)n(C)c(=O)n(C)c2=O)cc1C	0.9	1.3	0.7	1.8	-1.6	7.1	9.7	2.4	-3.0
COc1ccc(/C(O)=C2/C(=O)C(=O)N(Cc3ccco3)C2c2cccs2)cc1 (stereo unspecified)	0.6	0.6	3.7	1.1	-0.4	-6.5	-8.0	9.7	7.2
CCN1CCC(C(N)=O)CC1	4.8	0.1	-9.4	0.9	1.1	4.2	-2.9	17.8	5.8
C=CCn1c(CCNC(=O)c2cccs2)nnc1SCC(=O)Nc1cccc(Cl)c1C	9.4	0.2	-7.8	-1.7	-1.7	1.4	16.4	-9.6	7.2
COc1ccc(Nc2nc3ccccc3nc2NS(=O)(=O)c2ccc(NC(C)=O)cc2)cc1	8.7	2.9	-17.3	3.1	0.9	4.7	9.7	19.0	-3.8
COC(=O)c1ccc(OC(=O)c2cccs2)cc1	10.4	0.6	-14.2	-3.9	1.0	-1.7	1.5	7.8	3.6
COc1ccc(CCNC(=O)c2cnn(-c3ccc(C)c(C)c3)c2NC(=O)c2ccco2)cc1OC	-5.7	-0.4	0.2	1.2	-1.9	1.5	7.5	-0.8	0.4
O=C(Cc1ccc(-n2c(=O)c3ccccc3n(Cc3ccc(F)cc3)c2=O)cc1)NCC1CCCO1 (stereo unspecified)	3.8	-0.1	4.3	-0.1	0.4	-3.5	1.9	-7.3	-1.9
O=C(COC(=O)/C=C/c1ccccc1Cl)NC1CCCCCC1	-4.5	1.1	-0.9	-0.8	-5.3	-0.2	3.0	11.4	-7.7
O=C(C(Cc1ccc(Cl)cc1)NS(=O)(=O)c1ccccc1)N1CC[C@@]2(O)CCCC[C@H]2C1 (stereo partly specified)	0.1	4.4	2.2	2.2	-2.7	-7.3	1.9	-6.0	-1.1
Cc1ccc(NC(=O)c2ccc(NS(=O)(=O)c3ccc4[nH]c(=O)[nH]c4c3)cc2)nc1	2.1	0.2	-2.9	1.1	0.2	-5.0	7.6	-2.4	5.6
O=C(c1ccccc1)N1CCCCC(S(=O)(=O)c2ccc3ccccc3c2)C1=O (stereo unspecified)	1.1	7.8	-3.1	-0.8	-2.2	-3.8	-3.9	3.2	6.0
CC(C)NC(=O)C1(C)CCN1C(=O)c1ccccc1 (stereo unspecified)	4.8	0.2	-6.9	-0.5	nt	3.0	0.6	1.4	2.8
C=C(C)COc1ccc(-c2nc(N)ncc2-c2ccccc2OC)c(O)c1	0.3	-1.4	2.5	-6.9	-0.3	-4.0	7.2	-4.0	12.8
COC(=O)/C(=N/Nc1cccc(C)c1)N1CCCc2ccccc21	-6.9	0.4	5.9	-0.8	-0.2	-4.6	7.0	-1.5	12.2
O=C(CC(=O)N/N=C/c1ccc(O)cc1)N/N=C/c1ccc(O)cc1	4.7	0.4	-9.3	-1.2	-2.2	4.9	2.1	11.4	6.0
